GAA spleen mod: inhibitors or activators of human alpha-glucosidase in spleen homogenate. AID 2112. Potency, µM (highest dose often 79.9 µM), inactives show at the highest dose activity change, negative = inhibition, most hits filed as inhibitors. 0.006% of 240,000 active. human spleen homogenate, 4-MU-alpha-glucoside fluorescence. P10253;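 note: 0% = enzyme with vehicle and -100% = no enzyme basal signal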
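Compounds were titrated against alpha-glucosidase in spleen homogenate at pH 5.0, with 1 mM 4-methylumbelliferyl substrate for 40 min at 37 C. Reactions were quenched with pH 10 NaOH/glycine and fluorescence measured.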
GAA glycogen mod: GAA glycogen-cleavage inhibition or activation | 0.38% of 300,000 active | Potency, µM (titrated, usually from 76.4 µM), for the others: at the highest dose activity change, negative = inhibition, usual class: inhibitors | recombinant GAA, glycogen substrate, Amplex Red glucose oxidase fluorescence | P10253 | AID 2100;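 note: 0% = full enzyme reaction and -100% = no-enzyme basal signal; the screen sought inhibitors and activators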
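Recombinant enzyme (4 nM final) with compounds titrated up to 77 uM and bovine liver glycogen (30 ug) in citrate pH 5.0, 0.01% Tween-20, 37 C 40 min. Released glucose detected by Amplex Red/glucose oxidase (Ex 573/Em 610); AC50 from Hill fits.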
HTT cytoprotect: protects HTT-Q103 PC12 cells, measured by ATP; PC12 HTT-Q103 induced, cytoprotection, ATP luminescence, 40 h; Potency, µM (series often up to 56.4 µM), for the others: cytoprotection (ATP increase), hits mostly activators; 0.14% of 230,000 active;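 note: % of control where 0% means no effect; nearly all actives have a fitted effect of over 45% in size; toxic huntingtin expression switched on by the ecdysone agonist tebufenozide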
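Quantitative HTS on tebufenozide-induced (100 nM) PC12 cells expressing HTTQ103 exon 1–GFP; compounds tested as a concentration series; survival measured via cellular ATP.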
HTT aggregate: inhibitors of mutant huntingtin aggregate formation in PC12 cells; PC12 HttQ103-GFP aggregates, Acumen cytometry, 40 h; Potency, µM (doses to about 46.1 µM), inactives show at the highest dose activity change, negative = inhibition, actives largely listed as inhibitors; 1.1% of 220,000 active; note: % is set by controls: 0 for no effect and ±100 for the full control effect; nearly all actives have a fitted effect of over 60% in size
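Aggregates are detected as GFP objects 1–25 µm with signal 6 STDEV over background in lysates of induced PC12 cells. These carry Huntingtin exon 1 with 103 glutamines fused to GFP under an ecdysone promoter; compounds titrated.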
IMPase Li cell: cell-permeable IMPase inhibitors with lithium potentiation; AID 1457; CHO-M1 cells, IP1 TR-FRET (IP-One), carbachol + lithium; 0.35% of 210,000 active; Potency, µM (top dose mostly 59.4 µM), for inactives: at the highest dose activity, negative = IMPase inhibition, usual class: inhibitors;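 note: IP1 builds up when IMPase is blocked and the TR-FRET signal falls; plate controls were basal vehicle for no effect and high inhibitor control for full effect; nearly all actives have a fitted effect of over 50% in size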
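CHO cells stably expressing M1 receptor (2000/well, cultured 16–30 h) treated 30 min at 37C with compound plus low lithium. Cytosolic IP1 by TR-FRET (665/620 ratio and 620 channel) after 10 min lysis; AC50 by Hill fit.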
GoLoco inh red: inhibitors of human Gai1-RGS12 GoLoco interaction (red fluorophore). P63096. Gai1:RGS12 GoLoco peptide FP, rhodamine, 10 min. Potency, µM (highest dose often 61.6 µM), inactives show at the highest dose activity, negative = inhibition, most hits filed as inhibitors. 0.44% of 230,000 active. AID 880; active = well fitted inhibition curve with a large enough effect, not every such curve was filed as active; inactive = no such curve, though single readings can be large or run the other way; note: % is set by controls: 0 for no effect and ±100 for the full control effect; nearly all actives have a fitted effect of over 30% in size; many of its hits are not listed in these tables
Target sequence (P63096 whole entry, looked up): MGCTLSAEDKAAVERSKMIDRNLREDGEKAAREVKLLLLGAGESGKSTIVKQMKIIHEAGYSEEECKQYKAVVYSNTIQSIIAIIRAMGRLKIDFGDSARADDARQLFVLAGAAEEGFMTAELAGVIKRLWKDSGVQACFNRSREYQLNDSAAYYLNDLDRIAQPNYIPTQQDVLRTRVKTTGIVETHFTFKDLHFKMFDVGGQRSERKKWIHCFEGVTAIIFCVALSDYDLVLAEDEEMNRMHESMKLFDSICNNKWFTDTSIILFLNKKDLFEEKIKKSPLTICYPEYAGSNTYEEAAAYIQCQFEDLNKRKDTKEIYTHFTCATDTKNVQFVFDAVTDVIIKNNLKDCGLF
GAA inhib: blocks human lysosomal alpha-glucosidase; P10253; purified human GAA, 4-MU-alpha-glucoside fluorescence; Potency, µM (doses to about 76.9 µM), without a hit: top-dose activity change, negative = inhibition, actives largely listed as inhibitors; 0.005% of 200,000 active; AID 1466;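 note: plate controls were uninhibited enzyme wells for no effect and no-enzyme background for full effect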
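Human enzyme at 4 nM with 400 uM 4-methylumbelliferyl-alpha-D-pyranoside, citrate/phosphate buffer pH 5.0, 0.005% Tween-20, 20 min at room temperature. Compounds up to 77 uM. 4-MU fluorescence (Ex 365/Em 440) read after NaOH/glycine stop; AC50 from Hill fit.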
* hit, by the source's call; & = joins results of further samples; [ ] = dose if it differs, or a comment. Unless noted, calls come from the whole dose curve; as a rule, active = well fitted curve in the direction sought with a large enough effect; inconclusive = small, poorly fitted or top-dose-only effect, or another doubt; inactive = no such curve, though single readings can be large; an effect the other way counts as inactive or inconclusive. Potency is the fitted concentration of half-maximal effect. An excerpt, so the mix of outcomes need not match the whole.

What do the screens show for `COc1ccc(S(=O)(=O)Nc2ccc3oc4ncccc4c(=O)c3c2)cc1OC`?
GAA spleen mod: 7%; GAA glycogen mod: 3%; HTT cytoprotect: 9%[10 µM]; HTT aggregate: -13%[9.22 µM]; GoLoco inh red: 9%

How did CCOC(=O)c1nnc(-c2ccccc2)o1 do in these assays?
GAA spleen mod: -8%; GAA glycogen mod: 3%; HTT cytoprotect: -13%; HTT aggregate: -3%; IMPase Li cell: 30%[38.3 µM]; GoLoco inh red: 5%; GAA inhib: -4%

Results for COc1ccc(-c2nnn(CC(=O)N(CCN3CCOCC3)C(C(=O)NC3CCCCC3)c3ccco3)n2)cc1 (centres undefined) ?
GAA spleen mod: 2%; GAA glycogen mod: -16%; HTT cytoprotect: 15%[10 µM]; HTT aggregate: 4%[9.22 µM]; IMPase Li cell: -3%; GoLoco inh red: 6%; GAA inhib: 3%

What do the screens show for `CC(C)CNC(=O)CC1Nc2ccccc2NC1=O` (centres undefined)?
GAA spleen mod: -1%; GAA glycogen mod: inconclusive; HTT cytoprotect: -6%[10 µM]; HTT aggregate: 9%; IMPase Li cell: 7%; GoLoco inh red: 2%; GAA inhib: inconclusive

What do the screens show for `CC(C)C(=O)Nc1ccc(C(=O)N/N=C/c2cc(Br)cc(Br)c2O)cc1`?
GAA spleen mod: 1%; GAA glycogen mod: -4%; HTT cytoprotect: 10%[10 µM]; HTT aggregate: -10%[9.22 µM]; IMPase Li cell: 21%; GoLoco inh red: 12%; GAA inhib: -7%

What do the screens show for `COc1ccc(NC(=O)N2CCC3(CC2)CCN(C(=O)c2ccco2)CC3)cc1`?
GAA spleen mod: 6%; HTT cytoprotect: 4%; IMPase Li cell: -2%; GoLoco inh red: 7%

Results for CC1CCN(c2[nH]c(=S)c(C#N)c3c2CCCC3)CC1 ?
GAA spleen mod: 1%; GAA glycogen mod: -4%; HTT cytoprotect: 4%; HTT aggregate: inconclusive; IMPase Li cell: inconclusive; GoLoco inh red: -9%; GAA inhib: 3%

What do the screens show for `CN(CC(=O)Nc1ccccc1Sc1ccccc1)C1CCCCC1`?
GAA spleen mod: 1%; GAA glycogen mod: -4%; HTT cytoprotect: -53%[inhibitor]; HTT aggregate: -19%; IMPase Li cell: 11%; GoLoco inh red: -3%; GAA inhib: -4%

What do the screens show for `CC(=O)C1=C(O)C(=O)N(CCCO)C1c1ccccc1` (centres undefined)?
GAA spleen mod: -1%; GAA glycogen mod: 0%; HTT cytoprotect: 19%; HTT aggregate: 4%; IMPase Li cell: 10%[38.3 µM]; GoLoco inh red: -24%; GAA inhib: -6%

What do the screens show for `O=C(COC(=O)c1c[nH]c(=O)[nH]c1=O)NCc1ccccc1`?
GAA spleen mod: 3%; GAA glycogen mod: -4%; HTT cytoprotect: 0%; HTT aggregate: 16%; IMPase Li cell: 7%[38.3 µM]; GoLoco inh red: -6%; GAA inhib: inconclusive

How did O=C(CNC(=O)c1ccccc1)NCCc1nc2ccccc2[nH]1 do in these assays?
GAA spleen mod: 2%; GAA glycogen mod: -16%; HTT cytoprotect: -2%[0.074 µM]; HTT aggregate: -16%; IMPase Li cell: 26%[38.3 µM]; GoLoco inh red: 4%; GAA inhib: 1%

How did Cc1ccccc1CN1CCCNC1=O do in these assays?
GAA spleen mod: -3%; GAA glycogen mod: -4%; HTT cytoprotect: -2%[0.074 µM]; GoLoco inh red: 14%; GAA inhib: -10%[15.4 µM]

Results for O=C(CN1CCN(Cc2ccccc2Cl)C1=O)NCCCN1CCOCC1 ?
GAA spleen mod: 7%; GAA glycogen mod: 4%; HTT cytoprotect: -1%[10 µM]; HTT aggregate: 7%[9.22 µM]; GoLoco inh red: 3%

How did Cc1cc(NC(=O)Nc2cccc3ccccc23)no1 do in these assays?
GAA spleen mod: -13%&0%; GAA glycogen mod: -2%&-1%; HTT cytoprotect: 2%; HTT aggregate: -4%; IMPase Li cell: -17%[38.3 µM]; GoLoco inh red: -2%&0%; GAA inhib: 10%

What do the screens show for `COc1ccc(-c2[nH]ncc2C=O)cc1`?
GAA spleen mod: 0%; GAA glycogen mod: 5%; HTT cytoprotect: -1%[10 µM]; HTT aggregate: -28%; IMPase Li cell: 6%; GoLoco inh red: 7%; GAA inhib: -1%

How did Cc1cc(C(=O)CN2C(=O)C(=O)N(Cc3ccccc3)C2=O)c(C)n1-c1ccc2c(c1)OCCO2 do in these assays?
GAA spleen mod: 1%; GAA glycogen mod: 5%; HTT cytoprotect: 32%[10 µM]; HTT aggregate: -16%; IMPase Li cell: 7%; GoLoco inh red: 20%; GAA inhib: inconclusive

Results for CCOc1cc(/C=C2\SC(=O)N(c3ccc(O)cc3)C2=O)ccc1O ?
GAA spleen mod: -2%; GAA glycogen mod: -25%; HTT cytoprotect: -18%[10 µM]; HTT aggregate: -10%[9.22 µM]; GoLoco inh red: 4%

How did COC(=O)c1ccccc1NC(=O)CN(c1cc(OC)ccc1OC)S(C)(=O)=O do in these assays?
GAA spleen mod: 1%; GAA glycogen mod: -6%; HTT cytoprotect: 1%; HTT aggregate: 5%; IMPase Li cell: 16%[38.3 µM]; GoLoco inh red: -23%; GAA inhib: inconclusive

Results for COC(=O)c1sccc1NC(=O)Nc1cccc(Cl)c1Cl ?
GAA spleen mod: 4%; GAA glycogen mod: 4%; HTT cytoprotect: -97%[inhibitor]; HTT aggregate: -5%; GAA inhib: -1%

Results for COc1ccc(/C=C2\N=C(SC)N(C)C2=O)cc1 ?
GAA spleen mod: -5%; GAA glycogen mod: -1%; HTT cytoprotect: 14%; HTT aggregate: -5%; IMPase Li cell: 10%[38.3 µM]; GoLoco inh red: 0%; GAA inhib: -5%

The final two records of the section before come first, to join the parts.
Results for COC(=O)c1sccc1NC(=O)Nc1cccc(Cl)c1Cl ?
GAA spleen mod: 4%; GAA glycogen mod: 4%; HTT cytoprotect: -97%[inhibitor]; HTT aggregate: -5%; GAA inhib: -1%

Results for COc1ccc(/C=C2\N=C(SC)N(C)C2=O)cc1 ?
GAA spleen mod: -5%; GAA glycogen mod: -1%; HTT cytoprotect: 14%; HTT aggregate: -5%; IMPase Li cell: 10%[38.3 µM]; GoLoco inh red: 0%; GAA inhib: -5%

What do the screens show for `CCN(CC)CCCNC(=O)c1ccc2c(Cl)c3c(nc2c1)CCCC3`?
GAA spleen mod: -1%; GAA glycogen mod: 15%; HTT cytoprotect: -1%; HTT aggregate: inconclusive; IMPase Li cell: 25%; GoLoco inh red: 12%; GAA inhib: -4%

What do the screens show for `CCOC(=O)Cc1csc(NC(=O)c2cc(=O)c3ccccc3o2)n1`?
GAA spleen mod: 1%; GAA glycogen mod: 16%; HTT cytoprotect: -40%; HTT aggregate: 3%; IMPase Li cell: 9%; GoLoco inh red: 5%; GAA inhib: -1%

Results for Cc1ccc(NC(=O)NNC(=O)Cn2nc(-c3ccccc3)c(-c3ccccc3)c(C#N)c2=O)cc1 ?
GAA spleen mod: -12%; GAA glycogen mod: -6%; HTT cytoprotect: -91%[inhibitor]; HTT aggregate: -2%; IMPase Li cell: 0%[38.3 µM]; GoLoco inh red: 8%; GAA inhib: -3%

Results for COc1cc(SC)ccc1C(=O)NCCOc1ccccc1Cl ?
GAA spleen mod: 1%; GAA glycogen mod: -11%; HTT cytoprotect: -47%[inhibitor]; HTT aggregate: -18%; IMPase Li cell: 7%[38.3 µM]; GoLoco inh red: 13%; GAA inhib: -4%

What do the screens show for `O=C(CSc1nc2[nH]ncc2c(=O)n1-c1ccccc1Br)NCc1ccco1`?
GAA spleen mod: -1%; GAA glycogen mod: -2%; HTT cytoprotect: 10%; HTT aggregate: 14%; IMPase Li cell: 30%[38.3 µM]; GoLoco inh red: 1%; GAA inhib: -8%

What do the screens show for `COc1ccc(NC(=O)Cn2cnc3sc(C)c(S(=O)(=O)N4CCN(C)CC4)c3c2=O)cc1OC`?
GAA spleen mod: -21%; GAA glycogen mod: 4%; HTT cytoprotect: -16%; HTT aggregate: -12%; IMPase Li cell: 4%; GoLoco inh red: -1%; GAA inhib: -4%

How did COc1cc2c(cc1OC)CN(S(=O)(=O)c1ccc3c(c1)OCCO3)CC2 do in these assays?
GAA spleen mod: -1%; GAA glycogen mod: 6%; HTT cytoprotect: 8%[0.074 µM]; HTT aggregate: -21%; IMPase Li cell: 11%[38.3 µM]; GoLoco inh red: -5%; GAA inhib: -12%[15.4 µM]

How did Cn1cc(Cl)c(C(=O)N/N=C/c2ccc(OS(=O)(=O)c3ccccc3)cc2)n1 do in these assays?
GAA spleen mod: 5%; GAA glycogen mod: 0%; HTT cytoprotect: 21%[10 µM]; HTT aggregate: 20%; IMPase Li cell: 17%; GoLoco inh red: -1%; GAA inhib: 1%

What do the screens show for `COc1cc(C2/C(=C(\O)c3ccc4c(c3)CC(C)O4)C(=O)C(=O)N2CCCn2ccnc2)ccc1O` (centres undefined)?
GAA spleen mod: 0%; GAA glycogen mod: -28%; HTT cytoprotect: -11%[0.074 µM]; HTT aggregate: -3%; IMPase Li cell: inconclusive; GoLoco inh red: 3%; GAA inhib: -5%

Results for Cn1nc(CC(=O)NCCN2C(=O)CSC2=O)c2ccccc2c1=O ?
GAA spleen mod: -1%; GAA glycogen mod: -6%; HTT cytoprotect: -8%; HTT aggregate: 12%; IMPase Li cell: -2%[38.3 µM]; GoLoco inh red: 11%; GAA inhib: -12%[15.4 µM]

Results for Cc1cccc(NC(=O)C2(c3ccccc3)CCOCC2)c1 ?
GAA spleen mod: -3%; GAA glycogen mod: -8%; HTT cytoprotect: 6%[10 µM]; HTT aggregate: 1%[9.22 µM]; IMPase Li cell: 6%; GoLoco inh red: 4%

How did CCC1(CC)Cc2ccccc2C(N)=C1C#N do in these assays?
GAA spleen mod: -7%; GAA glycogen mod: 3%; HTT cytoprotect: -14%[10 µM]; HTT aggregate: -17%; IMPase Li cell: 2%; GoLoco inh red: 10%; GAA inhib: -2%

Results for CC1(C)CC(=O)/C(=C(\O)Cc2ccccc2)C(=NCCCCCC(=O)O)C1 ?
GAA spleen mod: -1%; GAA glycogen mod: 20%; HTT cytoprotect: -10%[10 µM]; HTT aggregate: -12%; IMPase Li cell: -5%; GoLoco inh red: 0%; GAA inhib: -5%

What do the screens show for `C=CCN(CC=C)CCOc1ccc(C)cc1[N+](=O)[O-]`?
GAA spleen mod: -7%; GAA glycogen mod: 14%; HTT cytoprotect: -23%; HTT aggregate: 19%; IMPase Li cell: 5%; GoLoco inh red: -3%; GAA inhib: -2%

What do the screens show for `CN(C)C(=O)NC(NC(=S)Nc1ccccc1)C(Cl)(Cl)Cl` (centres undefined)?
GAA spleen mod: 4%; GAA glycogen mod: -6%; HTT cytoprotect: -1%; HTT aggregate: 10%; IMPase Li cell: 0%; GoLoco inh red: -2%; GAA inhib: -8%

Source: PubChem
